High-throughput results (PubChem)
FAS-TE inh: FAS thioesterase domain inhibitors, primary screen, biochemical, fluorescence intensity, uHTS. Fatty acid synthase (Homo sapiens), P49327. inhibition, % at 15 µM. recombinant FAS-TE, OMFH fluorogenic substrate, fluorescence endpoint. AID 602261, 2012. hit rate 0.67% among 360,000;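 active = compounds whose normalised, plate-corrected inhibition of enzyme fluorescence in the single-dose primary screen is 50% or more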;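 also: 0% = DMSO with enzyme and 100% = substrate without enzyme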
Rpn11 block: Rpn11 (PSMD14) deubiquitinase inhibitors, primary screen, biochemical, fluorescence polarization, uHTS; hit rate 0.59% among 360,000; 26S proteasome non-ATPase regulatory subunit 14 (Homo sapiens), O00487; calls only at 20 µM; AID 588493, 2011; human 26S proteasome, Ub4-pepOG fluorescence polarization; 20S core pre-blocked with epoxomicin;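 active = inhibition at 20 µM, scaled to each plate's controls, above about 33%, limit read from the data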
CSN inh: inhibitors of CSN-mediated cullin deneddylation, primary screen, biochemical, fluorescence polarization, uHTS | COP9 signalosome complex subunit 5 (Homo sapiens), Q92905 | Purified CSN, SCF-Nedd8-OG deneddylation | inhibition, % at 12.5 µM | hit rate 0.38% among 360,000 | AID 651999, 2013;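 active = pattern-corrected inhibition above about 35%, with an unprinted fluorescence ratio check between 0.5 and 1.5, limit read from the data, passing the limit was not always enough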;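 also: 0% = enzyme with substrate and 100% = substrate without enzyme; some results filed as inactive read as strong as hits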
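Schedule: reaction 90 min, room temperature / Assay system: HEK293T-derived human Csn5 enzyme / Input: Csn5 at 0.24 nM final / Measure: inhibition of Csn5 cleavage, % / Control set: substrate-only high control, full reaction low control / Technique: fluorescence polarization of the substrate / Buffer or medium: Tris/NaCl/DTT buffer, pH 7.5 / Reagent: SCFSkp2-Nedd8OG substrate at 10 nM final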
MsrA inh: bovine MsrA enzyme inhibitors, primary screen, biochemical, absorbance, HTS; purified bovine MsrA, absorbance read-out; inhibition, % at 15.5 µM; hit rate 0.75% among 360,000; in the data active = inhibition above about 4.5%;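 also: 0% = vehicle wells with enzyme and 100% = reference inhibitor wells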
bovine MsrA act: bovine MsrA enzyme activators, primary screen, biochemical, absorbance, HTS; hit rate 0.3% among 360,000; AID 602163, 2012; purified bovine MsrA, absorbance read-out; Methionine sulfoxide reductase A (Bos taurus); activation, % at 10.6 µM; in the data active = activation above about 7.5%;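 also: 0% = vehicle and 100% = reference activator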
Rin1 Abl inh: inhibitors of Rin1-Abl protein binding, primary screen, biochemical, TR-FRET | hit rate 0.4% among 360,000 | inhibition, % at 7.35 µM | Tyrosine-protein kinase ABL1 (Homo sapiens) + Ras and Rab interactor 1 (Homo sapiens), …; in the data active = inhibition above about 5%, passing the limit was not always enough
MT1-MMP act inh: blockers of MT1-MMP proenzyme processing, primary screen, HT1080 RFP-PRO-GFP cells, GFP/RFP fluorescence | GFP/RFP ratio fluorescence, overnight; percent of plate control window, DMSO zero | AID 651647, 2012 | hit rate 0.061% among 360,000 | Matrix metalloproteinase-14 (Homo sapiens), P50281 | GFP/RFP ratio change, % at 20 µM;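 active = GFP/RFP ratio change of at least 30% with cell ATP level not reduced by more than half and red fluorescence within 50% of control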; also: strong numbers were not always called active
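system = RFP-PRO-GFP reporter HT1080 cells | dosing = 20 µM single dose, 1% DMSO | timing = overnight cell settling, then overnight compound exposure, 37 °C, 5% CO2 | read-out basis = GFP/RFP fluorescence ratio | controls = DMSO and RFP-L50D-GFP cell wells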
MLLE-PAM2 inh: inhibitors of PABP1 MLLE–PAM2 peptide binding, primary screen, biochemical, fluorescence polarization, FITC-PAM2, GST-MLLE; inhibition, % at 20 µM; hit rate 0.36% among 360,000; Polyadenylate-binding protein 1 (Homo sapiens), P11940; in the data active = inhibition above about 35%, passing the limit was not always enough;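 also: plate controls were DMSO wells with GST-MLLE for no effect and wells lacking GST-MLLE protein for full effect; some results filed as inactive read as strong as hits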
eLon inh: inhibitors of E. coli Lon protease, primary screen, biochemical, fluorescence polarization; P0A9M0; purified E. coli Lon protease; hit rate 0.42% among 360,000; inhibition, % at 7.94 µM; in the data active = inhibition above about 13%, passing the limit was not always enough;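 also: 0% = enzyme with probe and DMSO and 100% = no enzyme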
Numbers without * were called inactive; i = inactive; nt = not tested or not shown.

Below each compound – FAS-TE inh | Rpn11 block | CSN inh | MsrA inh | bovine MsrA act | Rin1 Abl inh | MT1-MMP act inh | MLLE-PAM2 inh | eLon inh
- Cn1c(SCc2ccccc2)nnc1-c1ccco1
→ -6 | i | -4 | 0.9 | -4 | 7 | -1 | 2 | -1
- Cc1ccc(NC(=O)CSc2nnc3ccccn23)cc1S(=O)(=O)N1CCOCC1
→ -3 | i | 4 | -0.2 | -3 | 3 | 1 | -17 | 1
- O=C(c1ccc2ccccc2c1)c1c[nH]cc1-c1ccccc1
→ 1 | i | 2 | -0.9 | 0 | -1 | 3 | -9 | -2
- Cc1ccc(S(=O)(=O)N2Cc3ccccc3CC2C(=O)Nc2ccc3c(c2)OCO3)cc1 (configuration not stated)
→ 17 | i | -3 | 0.3 | -3 | -1 | -2 | -10 | 2
- O=C(NCCN1C(=O)C2C3C=CC(C3)C2C1=O)NCc1ccccc1 (configuration not stated)
→ -3 | i | -6 | -0.3 | -3 | -3 | 1 | 2 | 6
- Cc1ccc(NC(=O)c2cc([N+](=O)[O-])ccc2N2CCCC2)cc1
→ 66* | i | -1 | 0.7 | 0 | 3 | -1 | -2 | -3
- Cc1cccc(OCc2nnc(SCC(=O)N3CCCC3)o2)c1
→ -1 | i | 4 | -0.2 | -7 | -4 | 2 | -1 | 14
- C=CCC1NS(=O)(=O)OCC1NC(=O)OCC(Cl)(Cl)Cl (configuration not stated)
→ -7 | i | -4 | -0.5 | -2 | -1 | 0 | 7 | -14
- COc1ccc2oc(=O)c(C(=O)C[n+]3cccc(C)c3)cc2c1
→ -5 | i | 2 | -1.2 | -2 | -3 | -3 | 2 | 3
- COc1cccc(C(=O)N[C@@H](C)C(=O)N2CCC3(CC2)NCCc2[nH]cnc23)c1
→ -2 | i | 0 | -1.2 | -4 | 3 | -1 | 9 | -2
- O=C(COc1ccc(S(=O)(=O)Nc2ccccc2)cc1)NCc1ccncc1
→ 0 | i | -7 | -1.2 | -4 | 1 | -8 | 4 | 1
- COCCN1C(=O)c2cc(C(=O)Nc3ccc(C)c(F)c3)ccc2C1Nc1ccc(C)c(F)c1 (configuration not stated)
→ -8 | i | 2 | 0.1 | 0 | -1 | 0 | 2 | 3
- O=C(c1ccc(=O)[nH]c1)N(c1ccccc1)C(CCc1ccccc1)c1nc2ccccc2[nH]1 (configuration not stated)
→ -3 | i | -3 | -2.5 | 0 | 0 | -1 | -7 | -5
- N/C(=N\NC(=O)Nc1ccc(Cl)cc1)c1ccccn1
→ 0 | i | 4 | 0.3 | -4 | 0 | 1 | -7 | -7
- C=CCN1C(=O)C(CCCC)NC1=S (configuration not stated)
→ -11 | i | -4 | -0.2 | -7 | -1 | 3 | 11 | 4
- Cc1ccc(N)cc1CN1CCCC1=O
→ -7 | i | 3 | -1.2 | 0 | -1 | 4 | 7 | 8
- CCOC(=O)CC(=O)CSc1nc(-c2ccc3c(c2)OCO3)cc(C(F)(F)F)c1C#N
→ -8 | i | 1 | nt | -1 | -1 | -236 | 5 | -28
- COc1ccc(Cc2noc(CN3CCN(Cc4csc(C)n4)CC3)n2)cc1OC
→ -8 | i | 2 | 0.6 | -4 | 4 | 1 | 2 | -7
- S=c1[nH]c2ccccc2n2c(=S)[nH]nc12
→ -5 | i | -4 | 3.7 | 6 | -2 | 5 | 41* | -34
- Clc1ccc(OC2CCN(Cc3nc(CC4CC4)no3)CC2)cc1
→ 13 | i | -7 | -0.7 | -5 | 3 | 1 | -4 | -1
- O=C(NCCCCc1ccccc1)c1cccc([N+](=O)[O-])c1
→ 54* | i | 0 | 0.8 | -7 | 4 | 2 | 1 | 10
- Cc1ccc(S(=O)(=O)N2CCC(=O)N(C(COCc3cccc(C(F)(F)F)c3)C(C)C)CC2)cc1 (configuration not stated)
→ 29 | i | 1 | nt | 1 | 3 | -11 | 15 | 0
- COc1cc(CNc2ccc3[nH]c(=O)[nH]c3c2)ccc1OCc1ccccc1Cl
→ -5 | i | 1 | -0.4 | 0 | 2 | 4 | -4 | -12
- CCOC(=O)C1CCN(CC(O)COCc2cccs2)CC1 (configuration not stated)
→ -8 | i | 4 | -0.8 | -3 | -3 | 0 | 8 | -7
- Cc1cc(OC(=O)c2cccc(Cl)c2)c([N+](=O)[O-])c(=O)[nH]1
→ -5 | i | 2 | 0.3 | 0 | 0 | -7 | 1 | -2
- O=C(Nc1ccccc1)c1ccc(Nc2c([N+](=O)[O-])cc([N+](=O)[O-])c3ccccc23)cc1
→ 69* | i | -3 | 3.9 | -13 | 6 | nt | -1 | -9
- COc1ccc(S(=O)(=O)NCC2CCCN(C(=O)c3occc3C)C2)cc1 (configuration not stated)
→ -5 | i | 7 | -0.3 | -2 | -2 | -1 | -2 | -1
- O=C(Cc1ccccc1[N+](=O)[O-])N1CCc2ccccc2C1
→ 0 | i | -11 | 2.2 | -6 | 2 | 1 | -19 | -2
- COc1ccc(C(=O)NC2CC3CCCC(C2)N3Cc2ccccc2)cc1OC (configuration not stated)
→ -5 | i | 0 | -1.5 | -4 | -1 | 3 | 14 | -2
- CCCCn1nc(C(=O)N(C)C2CCCCC2)c2ccccc2c1=O
→ 1 | i | 2 | 1.6 | -3 | 1 | -2 | 9 | -2

Random excerpt: three compounds from above, in no set order.
Below each compound – FAS-TE inh | Rpn11 block | CSN inh | MsrA inh | bovine MsrA act | Rin1 Abl inh | MT1-MMP act inh | MLLE-PAM2 inh | eLon inh
- Cc1ccc(N)cc1CN1CCCC1=O
→ -7 | i | 3 | -1.2 | 0 | -1 | 4 | 7 | 8
- CCOC(=O)C1CCN(CC(O)COCc2cccs2)CC1 (configuration not stated)
→ -8 | i | 4 | -0.8 | -3 | -3 | 0 | 8 | -7
- Cc1cccc(OCc2nnc(SCC(=O)N3CCCC3)o2)c1
→ -1 | i | 4 | -0.2 | -7 | -4 | 2 | -1 | 14

One compound at a time, as listed above. Values in the order: FAS-TE inh	Rpn11 block	CSN inh	MsrA inh	bovine MsrA act	Rin1 Abl inh	MT1-MMP act inh	MLLE-PAM2 inh	eLon inh
Cc1ccc(S(=O)(=O)N2Cc3ccccc3CC2C(=O)Nc2ccc3c(c2)OCO3)cc1 (configuration not stated) reads 17	i	-3	0.3	-3	-1	-2	-10	2
COc1ccc2oc(=O)c(C(=O)C[n+]3cccc(C)c3)cc2c1 reads -5	i	2	-1.2	-2	-3	-3	2	3
COCCN1C(=O)c2cc(C(=O)Nc3ccc(C)c(F)c3)ccc2C1Nc1ccc(C)c(F)c1 (configuration not stated) reads -8	i	2	0.1	0	-1	0	2	3
S=c1[nH]c2ccccc2n2c(=S)[nH]nc12 reads -5	i	-4	3.7	6	-2	5	41*	-34
COc1cc(CNc2ccc3[nH]c(=O)[nH]c3c2)ccc1OCc1ccccc1Cl reads -5	i	1	-0.4	0	2	4	-4	-12

(listing goes on)
Below each compound – FAS-TE inh | Rpn11 block | CSN inh | MsrA inh | bovine MsrA act | Rin1 Abl inh | MT1-MMP act inh | MLLE-PAM2 inh | eLon inh
- Cc1ccc(-n2ncc3c2CC(C)(C)CC3NC(=O)CCc2c(C)noc2C)cc1 (configuration not stated)
→ -6 | i | -1 | -1.6 | -3 | -3 | 0 | -13 | 8
- CC(=O)c1c(OC(=O)c2cccc(Cl)c2)c2ccccc2n1C
→ 36 | i | -3 | 0.2 | -3 | 1 | -3 | -20 | 3
- COc1ccccc1NC(=O)CSc1nnc(C)o1
→ -8 | i | 0 | -0.8 | -4 | -3 | -1 | 12 | -1
- O=C(c1cccc(NS(=O)(=O)c2cccc([N+](=O)[O-])c2)c1)N1CCOCC1
→ -7 | i | -1 | 1.4 | -2 | 2 | -4 | 6 | -7
- O=S(=O)(NCCc1ccncc1)c1ccc(F)cc1
→ -2 | i | 0 | -0.9 | -3 | 0 | 1 | -8 | 3
- O=C(Nc1ccccc1)N1CCC(C(=O)N2CCN(Cc3ccccc3)CC2)CC1
→ -5 | i | 5 | -0.2 | -3 | 2 | 2 | 1 | -6
- CCn1cc2nc(SCC(=O)Nc3ccccc3F)n(Cc3ccccc3)c(=O)c2n1
→ 14 | i | 1 | 1.8 | -3 | 2 | 3 | 5 | 0
- NC(=O)c1ccccc1NC(=O)Nc1cccc2ccccc12
→ -9 | i | 3 | -0.9 | -3 | -2 | -1 | -3 | -6
- O=C1[C@H]2CCC=C[C@H]2[C@H](c2cccc(Br)c2)N1Cc1ccccc1
→ 17 | i | -5 | nt | -2 | 0 | -2 | -15 | -11
- CC(C(=O)N1CCCc2ccccc21)N1C(=O)c2ccccc2C1=O (configuration not stated)
→ -8 | i | -3 | 0.9 | -3 | -2 | 2 | -5 | -1
- CCCCOC(=O)CCN1C(=O)/C(=C2\SC(=S)N(CCC(=O)OCCCC)C2=O)SC1=S
→ 0 | i | 0 | 0.3 | -13 | 2 | 27 | 18 | -5
- CCC(C)(C)n1nnnc1C(c1ccc(C)cc1)N1CCC(C)CC1 (configuration not stated)
→ 12 | i | -3 | -0.4 | 1 | 2 | -5 | -4 | 2
- Cc1cc(NC(=O)CSc2nc(=O)n3cc(Cl)ccc3n2)no1
→ -7 | i | 3 | 0.1 | 0 | 0 | -4 | -10 | -2
- Cc1ccc([C@H]2C[C@H](n3cc(-c4ccc(F)cc4)nn3)[C@@H](O)CN2C(=O)C2CCCCC2)cc1
→ -1 | i | 2 | 0.8 | -3 | 1 | 0 | 5 | -7
- C/C(=N\OCC(=O)OCC(=O)NCc1ccccc1)c1ccc2c(c1)OCO2
→ 0 | i | 2 | 1.0 | -2 | -2 | -2 | -31 | 4
- CC(=O)Nc1cccc(Nc2nc(-c3cccs3)nc3ccccc23)c1
→ 9 | i | -3 | 3.1 | -7 | 5 | 0 | 9 | 1
- CCOc1ccccc1NC(=O)CSc1nc(=O)n(CCCN2CCOCC2)c2c1CCCC2
→ -4 | i | 2 | 0.0 | -2 | 1 | -1 | 9 | -1
- COc1ccc(NC2=CC(=O)CC(C)(C)C2)cc1OC
→ -8 | i | -4 | 1.1 | -3 | 2 | 4 | -10 | -7
- CCc1ccc2cc(F)cc(F)c2n1
→ -12 | i | 1 | -0.5 | -2 | -1 | 1 | 3 | -11
- CCn1nc(C)c(Br)c1-c1nc(CS(=O)(=O)c2ccc(F)cc2)no1
→ 24 | i | -1 | 0.5 | 0 | 3 | 8 | -7 | -1
- O=C(O)CCC(=O)N1N=C(c2ccccc2)CC1c1ccc2nccnc2c1 (configuration not stated)
→ -5 | i | -5 | 2.0 | -3 | -1 | -4 | -1 | -10
- COC(=O)c1cc(C(=O)OC)n(Cc2ccc(Br)cc2)n1
→ 3 | i | 2 | -0.1 | 1 | -2 | 0 | -1 | -2
- O=C(Nc1cccc(-c2cn3cccnc3n2)c1)c1ccco1
→ -7 | i | 2 | nt | -5 | -1 | 9 | -11 | 6
- N#C/C(=C/C=C/c1ccccc1)C(=O)Nc1ccccc1
→ 19 | i | -2 | 0.6 | -11 | 4 | -7 | 0 | 3
- CC(=O)Oc1[nH]c(=O)c2cccc3c2c1CCC3
→ -6 | i | 4 | -0.6 | -4 | -4 | 0 | -36 | -5
